Assay outcomes deposited in PubChem BioAssay by National Center for Advancing Translational Sciences (NCATS).
GCN5L2 inh: blocks human GCN5L2 histone acetyltransferase | Potency, µM (titrated, usually from 58.9 µM), without a hit: at the highest dose activity change, negative = inhibition, hits mostly inhibitors | AID 504327 | GCN5L2 HAT assay, ThioGlo1 CoA-SH fluorescence | Q92830 | 390,000 tested, 0.21% active
Target sequence (Q92830 whole entry, looked up): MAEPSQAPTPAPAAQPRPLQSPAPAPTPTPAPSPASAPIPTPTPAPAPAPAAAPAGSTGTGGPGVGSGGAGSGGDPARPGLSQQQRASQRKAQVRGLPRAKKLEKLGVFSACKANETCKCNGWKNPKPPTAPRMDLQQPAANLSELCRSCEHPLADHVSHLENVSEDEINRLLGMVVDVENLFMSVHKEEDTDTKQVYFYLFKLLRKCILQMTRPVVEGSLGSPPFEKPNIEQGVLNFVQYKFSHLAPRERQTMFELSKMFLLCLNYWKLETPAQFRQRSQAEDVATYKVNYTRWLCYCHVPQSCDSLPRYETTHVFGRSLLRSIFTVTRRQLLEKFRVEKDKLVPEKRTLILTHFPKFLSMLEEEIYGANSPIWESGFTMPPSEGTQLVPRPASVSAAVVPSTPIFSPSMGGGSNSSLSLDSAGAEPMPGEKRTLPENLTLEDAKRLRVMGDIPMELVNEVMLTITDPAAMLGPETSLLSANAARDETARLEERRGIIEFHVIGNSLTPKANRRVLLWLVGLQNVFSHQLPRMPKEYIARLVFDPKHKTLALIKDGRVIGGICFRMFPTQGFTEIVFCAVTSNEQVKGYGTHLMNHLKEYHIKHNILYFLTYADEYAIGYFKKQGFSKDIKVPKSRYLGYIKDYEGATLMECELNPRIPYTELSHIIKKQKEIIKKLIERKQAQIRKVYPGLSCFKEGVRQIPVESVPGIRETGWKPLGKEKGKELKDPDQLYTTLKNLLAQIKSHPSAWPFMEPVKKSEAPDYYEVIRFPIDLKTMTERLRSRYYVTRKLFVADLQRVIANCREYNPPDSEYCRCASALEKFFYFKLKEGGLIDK
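Titration-based screen in which CoA formation is detected via maleimide probe ThioGlo1 (50uM) turning fluorescent on thiol reaction; substrates H3(1-25) 75uM and acetyl-CoA 70uM, GCN5L2 20nM, 20 min incubation at room temperature.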
TDP1 cell CPT: growth inhibition of DT40 Tdp1-/-;hTDP1 cells with camptothecin (screen for TDP1 inhibitors); chicken DT40 Tdp1-/-;hTDP1 cells + 20 nM CPT, ATP luminescence, 48 h; Potency, µM (series often up to 46.2 µM), for the others: top-dose activity change, negative = growth inhibition, usual class: inhibitors; 420,000 tested, 12% active; AID 686979; further: nearly all actives have a fitted effect of over 55% in size
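Chicken DT40 Tdp1-/- cells complemented with human TDP1, 400 cells/well, exposed to compounds plus 20 nM camptothecin for at least 48 h at 37 C; viability read as ATP content by CellTiter-Glo luminescence.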
DT40 TDP1 no CPT: qHTS for Inhibitors of human tyrosyl-DNA phosphodiesterase 1 (TDP1): qHTS in cells in absence of CPT; DT40 Tdp1-/- hTDP1 cells, no CPT, ATP luminescence, 48 h; Potency, µM (series often up to 46.2 µM), without a hit: at the highest dose activity change, negative = growth inhibition, usual class: inhibitors; 420,000 tested, 15% active; AID 686978, 2013; further: nearly all actives have a fitted effect of over 55% in size
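Camptothecin absent (DMSO only). Human TDP1-complemented DT40 knockout cells, 400 cells/well, 37 °C for minimum 48 hr; ATP measured via CellTiter-Glo, 30 min dark incubation, luminescence.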
* marks the source's active call; other numbers are inactive results; [ ] = another dose, or the depositor's remark. The call rests on the fitted dose curve; in most records, active means well fitted curve in the direction sought with a large enough effect; inconclusive means small, poorly fitted or top-dose-only effect, or another doubt; inactive means no such curve, though single readings can be large; an effect the other way counts as inactive or inconclusive. On the % scale 0 is the no-effect control and ±100 the full control effect; potency means the concentration at half of the fitted maximal effect.

For COc1ccc(Cn2c(=O)c3oc4ccccc4c3n(CC(=O)Nc3ccc(F)cc3F)c2=O)cc1 the results were GCN5L2 inh -3%, TDP1 cell CPT -13% and DT40 TDP1 no CPT -15%.
`CC1(c2cc([N+](=O)[O-])cc([N+](=O)[O-])c2)CC(C)(C)N(C(=O)c2ccccc2)c2ccccc21` (centres undefined) gave GCN5L2 inh -6%, TDP1 cell CPT 23µM* and DT40 TDP1 no CPT 16µM*.
For CC(=O)c1nn(-c2cccc(Br)c2)cc1C(=O)c1ccc(C)cc1 the results were GCN5L2 inh -5%, TDP1 cell CPT inconclusive and DT40 TDP1 no CPT -1%.
For Cc1ccc(S(=O)(=O)N2CCCN(Cc3nc4ccccc4c(=O)[nH]3)CC2)cc1 the results were GCN5L2 inh -11%, TDP1 cell CPT inconclusive and DT40 TDP1 no CPT inconclusive.
Screening O=C(CN1C(=O)NC2(CCOc3ccccc32)C1=O)c1cccs1 (centres undefined) returned GCN5L2 inh -5%, TDP1 cell CPT 9% and DT40 TDP1 no CPT -28%.
`NNC(=O)c1sccc1OCc1cccc(C(F)(F)F)c1` gave GCN5L2 inh -9%, TDP1 cell CPT 21µM* and DT40 TDP1 no CPT inconclusive.
For CNC(=O)c1cc(NC(=O)CCn2nc(-c3ccccc3)c3ccccc3c2=O)ccc1OC the results were GCN5L2 inh inconclusive, TDP1 cell CPT 2% and DT40 TDP1 no CPT -27%.
Screening CCOc1ccc(C(C(=O)Nc2ccc(F)cc2)N(C(=O)Cn2nnc3ccccc32)C2CC2)cc1 (centres undefined) returned GCN5L2 inh -9%, TDP1 cell CPT -22% and DT40 TDP1 no CPT -18%.
For O=[n+]1cc(-c2cccc3ccccc23)n([O-])c2c1CCC2 the results were GCN5L2 inh inconclusive, TDP1 cell CPT -2% and DT40 TDP1 no CPT 3%.
`Cn1nc(C(=O)NC2CCCc3ccccc32)ccc1=O` (centres undefined) gave GCN5L2 inh -4%, TDP1 cell CPT 21% and DT40 TDP1 no CPT 5%.
COc1cc(-c2nc(Cn3nnc(C(=O)Nc4ccccc4C)c3C)c(C)o2)cc(OC)c1OC was read as GCN5L2 inh -4%, TDP1 cell CPT -27% and DT40 TDP1 no CPT inconclusive.
`Cn1nnnc1SCC(=O)N1CCOCC1` gave GCN5L2 inh 2%, TDP1 cell CPT -8% and DT40 TDP1 no CPT -9%.
CCOc1cc(/C=C\[N+](=O)[O-])ccc1OCC(=O)Nc1ccccc1C was read as GCN5L2 inh -2%, TDP1 cell CPT 0.92µM* and DT40 TDP1 no CPT 0.58µM*.
O=C(CN1CC(c2ccccc2)CC1=O)OCc1cccc(Br)c1 (centres undefined) was read as GCN5L2 inh -6%, TDP1 cell CPT -24% and DT40 TDP1 no CPT -12%.
Screening CCS(=O)(=O)N1CC(=O)N(c2ccc(Cl)cc2C)C(C)(C(=O)NC2CCCCC2)C1 (centres undefined) returned GCN5L2 inh 1%, TDP1 cell CPT -21% and DT40 TDP1 no CPT -20%.
Screening C[N+]1(CC(=O)c2ccc(-c3ccccc3)cc2)CCOCC1 returned TDP1 cell CPT inconclusive and DT40 TDP1 no CPT -16%.
For CCOC(=O)c1ccc(NC(=O)CNC(=O)c2ccco2)cc1 the results were GCN5L2 inh -1%, TDP1 cell CPT -1% and DT40 TDP1 no CPT -9%.
CN(/N=C/C=C/c1ccccc1)C1=NS(=O)(=O)c2ccccc21 was read as GCN5L2 inh -8%, TDP1 cell CPT -30% and DT40 TDP1 no CPT -7%.
Screening O=C(C1CCCCC1)N1CCC(O)(c2ccc(Cl)cc2)CC1 returned GCN5L2 inh -4%, TDP1 cell CPT 1% and DT40 TDP1 no CPT -22%.
`COc1ccc(CCNC(=O)COc2ccc(-c3ccccc3)cc2)cc1OC` gave GCN5L2 inh 70%[activator], TDP1 cell CPT -20% and DT40 TDP1 no CPT -1%.
N/C(=N\OC(=O)Cc1ccc([N+](=O)[O-])cc1)c1ccc([N+](=O)[O-])cc1 was read as GCN5L2 inh 3%, TDP1 cell CPT 0% and DT40 TDP1 no CPT inconclusive.
CCC(CC)c1nn2c(N)c(/C=C3\C=Nc4ccccc43)c(=O)nc2s1 was read as GCN5L2 inh 1%, TDP1 cell CPT 1% and DT40 TDP1 no CPT 0%.
`O=C(CN1CCN(c2ccccc2F)CC1)c1ccc(O)c(O)c1` gave GCN5L2 inh -18%, TDP1 cell CPT 23µM* and DT40 TDP1 no CPT 10µM*.
For COc1ccc(C(=O)N2CCCC(O)C2)cc1OC1CCN(C(C)C)CC1 (centres undefined) the results were GCN5L2 inh -3%, TDP1 cell CPT 1% and DT40 TDP1 no CPT 11%.
For CN(C)c1ccc(C(=O)OCC(=O)Nc2ccc(N3CCOCC3)cc2)cc1 the results were GCN5L2 inh 1%, TDP1 cell CPT -2% and DT40 TDP1 no CPT -24%.
Screening O=C(c1ccco1)N(Cc1cccc(Br)c1)C1CCS(=O)(=O)C1 (centres undefined) returned GCN5L2 inh 0%, TDP1 cell CPT 1% and DT40 TDP1 no CPT 3%.
`COCCn1c(N)c(C(=O)NS(=O)(=O)c2ccc(C)cc2)c(=O)[nH]c1=O` gave GCN5L2 inh 1%, TDP1 cell CPT inconclusive and DT40 TDP1 no CPT inconclusive.
`COc1ccc(S(=O)(=O)N(CC(=O)NC2CC3CCC2C3)c2ccccc2OC)cc1` (centres undefined) gave GCN5L2 inh -4%, TDP1 cell CPT inconclusive and DT40 TDP1 no CPT inconclusive.
For COc1ccc(N=N/C(=C\O)C(=O)c2ccco2)cc1 the results were GCN5L2 inh -10%, TDP1 cell CPT 8% and DT40 TDP1 no CPT -9%.
Cc1cc(C(F)(F)F)c2c(C)nn(-c3ccccc3)c2n1 was read as TDP1 cell CPT -27% and DT40 TDP1 no CPT inconclusive.
Screening C=CCNC(=O)CN(c1ccc(OC)cc1OC)S(C)(=O)=O returned GCN5L2 inh -10%, TDP1 cell CPT -2% and DT40 TDP1 no CPT -9%.
CCCN(C(=O)c1nc2nc(C)cc(C)n2n1)c1c(N)n(Cc2ccccc2)c(=O)[nH]c1=O was read as GCN5L2 inh 0%, TDP1 cell CPT 8% and DT40 TDP1 no CPT 0%.
COc1cc2cc(C(=O)N3CCN(Cc4ccc5c(c4)OCO5)CC3)c(=O)oc2cc1OC was read as GCN5L2 inh -18%, TDP1 cell CPT 0% and DT40 TDP1 no CPT -4%.
NNC(=O)COc1ccc(-c2nccc(-c3ccc(F)cc3)n2)cc1 was read as GCN5L2 inh 23%, TDP1 cell CPT -12% and DT40 TDP1 no CPT -28%.
`CC(C)NC(=O)CSc1nc2ccccc2n1CC(=O)N1CCc2ccccc21` gave GCN5L2 inh -24%, TDP1 cell CPT -20% and DT40 TDP1 no CPT -6%.
`O=C(NCc1cccc(Cl)c1)c1ccc2nc(N3CCCCC3)sc2c1` gave GCN5L2 inh -1%, TDP1 cell CPT inconclusive and DT40 TDP1 no CPT inconclusive.
`Nc1ccnc(Oc2ccc(F)cc2)c1` gave GCN5L2 inh 2%, TDP1 cell CPT 20% and DT40 TDP1 no CPT -3%.
N#Cc1ccccc1NC1=CC(=O)CCC1 was read as GCN5L2 inh -1%, TDP1 cell CPT -12% and DT40 TDP1 no CPT -5%.
For COc1ccc(N2C(=O)C3C4C=CC(c5ccccc5)(C3C2=O)C2C(=O)N(c3ccc(OC)cc3)C(=O)C42)cc1 (centres undefined) the results were GCN5L2 inh -3%, TDP1 cell CPT 1% and DT40 TDP1 no CPT -4%.
CC(C)c1ccccc1NC(=O)CSc1nnc(COc2ccccc2Cl)o1 was read as GCN5L2 inh -4%, TDP1 cell CPT inconclusive and DT40 TDP1 no CPT inconclusive.
For CCOC(=O)CSc1nc2c([nH]c3ccccc32)c(=O)n1C the results were GCN5L2 inh -6%, TDP1 cell CPT 5% and DT40 TDP1 no CPT -5%.
`COc1ccc(-n2nc(C(=O)NCC(=O)NCc3ccccc3OC)c3ccccc3c2=O)cc1` gave GCN5L2 inh -8%, TDP1 cell CPT 7% and DT40 TDP1 no CPT inconclusive.
For CCOC1=C2[C@@H](CN(S(=O)(=O)c3ccccc3C)[C@H]2c2ccc(Cl)cc2)[C@H]2C(=O)N(C3CCCCC3)C(=O)[C@H]2C1 the results were TDP1 cell CPT 21µM* and DT40 TDP1 no CPT inconclusive.
For O=C1NN(c2ccccc2)C(=O)/C1=C/c1ccc(-c2ccc(C(=O)O)cc2)o1 the results were GCN5L2 inh inconclusive, TDP1 cell CPT -18% and DT40 TDP1 no CPT 21%.
COc1ccc(-c2[nH]c3ccccc3c2SCCNC(=O)c2cc(OC)c(OC)c(OC)c2)cc1 was read as GCN5L2 inh -14%, TDP1 cell CPT 5.2µM* and DT40 TDP1 no CPT 3.7µM*.
`COc1ccc(CN(C)C(=O)c2ccccc2Sc2ccccc2C#N)c(OC)c1` gave GCN5L2 inh -4%, TDP1 cell CPT 23µM* and DT40 TDP1 no CPT 23µM*.
`CCC(=O)Nc1nc2ccc(S(C)(=O)=O)cc2s1` gave GCN5L2 inh -4%, TDP1 cell CPT -2% and DT40 TDP1 no CPT -2%.
For O=C(Nc1ccc(Nc2ccccc2)cc1)C(Cl)Cl the results were GCN5L2 inh -4%, TDP1 cell CPT 1.2µM* and DT40 TDP1 no CPT 1.8µM*.
COc1ccc(C(=O)c2ccc(OC)cc2O)c(O)c1 was read as GCN5L2 inh -5%, TDP1 cell CPT inconclusive and DT40 TDP1 no CPT inconclusive.
Screening Cc1cc(=O)[nH]c2nnc(SCC(=O)NC(C)(C)C)n12 returned GCN5L2 inh 1%, TDP1 cell CPT 9% and DT40 TDP1 no CPT 6%.
`CCC(C)Sc1cccc(-c2nc3ccc(C)cn3c2NCc2ccccc2)c1` (centres undefined) gave GCN5L2 inh inconclusive, TDP1 cell CPT 16µM* and DT40 TDP1 no CPT 21µM*.
`c1ccc2c(c1)CCCN2Cc1nnc2n1CCCCC2` gave GCN5L2 inh 2%, TDP1 cell CPT inconclusive and DT40 TDP1 no CPT -12%.
For CN(C(=O)c1cccc(NC(=O)Cc2cccc(NC(=O)C3CCN(C(=O)C4CC4)CC3)c2)c1)C1CCC1 the results were TDP1 cell CPT -10% and DT40 TDP1 no CPT -11%.
For Fc1ccc(N2CCN(Cc3nnc(-c4ccccc4Cl)o3)CC2)cc1 the results were GCN5L2 inh 3%, TDP1 cell CPT 0% and DT40 TDP1 no CPT -20%.
CN(C)c1ccc(C2C3C(=O)N(c4ccc(C(=O)O)cc4)C(=O)C3ON2c2ccccc2)cc1 (centres undefined) was read as GCN5L2 inh -1%, TDP1 cell CPT 1% and DT40 TDP1 no CPT 11%.
For Cn1c(=O)c2c(-c3ccc(Cl)cc3)ccnc2n(C)c1=O the results were GCN5L2 inh 1%, TDP1 cell CPT -11% and DT40 TDP1 no CPT inconclusive.
Screening Cc1ccc(CN2C(=O)C(CC(C)C)Nc3ncnc(N4CCCCC4)c32)cc1 (centres undefined) returned TDP1 cell CPT inconclusive and DT40 TDP1 no CPT inconclusive.

Arranged by molar mass (falling): 8 of the compounds above
`CCC(C)Sc1cccc(-c2nc3ccc(C)cn3c2NCc2ccccc2)c1` (centres undefined) gave GCN5L2 inh inconclusive, TDP1 cell CPT 16µM* and DT40 TDP1 no CPT 21µM*.
Screening Cc1ccc(CN2C(=O)C(CC(C)C)Nc3ncnc(N4CCCCC4)c32)cc1 (centres undefined) returned TDP1 cell CPT inconclusive and DT40 TDP1 no CPT inconclusive.
For Fc1ccc(N2CCN(Cc3nnc(-c4ccccc4Cl)o3)CC2)cc1 the results were GCN5L2 inh 3%, TDP1 cell CPT 0% and DT40 TDP1 no CPT -20%.
For Cn1c(=O)c2c(-c3ccc(Cl)cc3)ccnc2n(C)c1=O the results were GCN5L2 inh 1%, TDP1 cell CPT -11% and DT40 TDP1 no CPT inconclusive.
For O=C(Nc1ccc(Nc2ccccc2)cc1)C(Cl)Cl the results were GCN5L2 inh -4%, TDP1 cell CPT 1.2µM* and DT40 TDP1 no CPT 1.8µM*.
`CCC(=O)Nc1nc2ccc(S(C)(=O)=O)cc2s1` gave GCN5L2 inh -4%, TDP1 cell CPT -2% and DT40 TDP1 no CPT -2%.
`c1ccc2c(c1)CCCN2Cc1nnc2n1CCCCC2` gave GCN5L2 inh 2%, TDP1 cell CPT inconclusive and DT40 TDP1 no CPT -12%.
COc1ccc(C(=O)c2ccc(OC)cc2O)c(O)c1 was read as GCN5L2 inh -5%, TDP1 cell CPT inconclusive and DT40 TDP1 no CPT inconclusive.

Some of the compounds tested; the hit share may differ from the screen's.
